TAG inh – reduces triacylglycerol accumulation in H9c2 cells; Nile Red lipid (TAG) fluorescence; cells loaded with 200 µM oleic acid; inhibition, % at 12.5 µM; 230,000 tested, 0.66% active;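 active means pattern-corrected inhibition of lipid staining of at least 50% with the nuclear-stain viability signal not falling by more than 50%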;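 further: 0% = DMSO wells and 100% = triacsin C control wells; some results filed as inactive read as strong as hits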
TAG inh DAPI viability – further read-out of TAG inh, marked with its call; DAPI nuclei signal change (viability), lower = more cytotoxic, %;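 whole-well DAPI fluorescence read on a plate reader as a viability signal; minus 50 percent equals half of cells still viable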
* = called active by the depositor; & = joins results of further samples.

SMILES	TAG inh	TAG inh DAPI viability
O=C(NCc1cccnc1)Nc1ccc(F)cc1F	10	-6
CC(C)(C)c1ccc(CC(=O)N2CCC2(C)C(=O)Nc2ccc3[nH]ncc3c2)cc1 (stereo unspecified)	-32	2
CCC(=O)N1CCC1(C)C(=O)Nc1ccc(OC)c(OC)c1 (stereo unspecified)	14	-5
O=C(/C=C/c1ccccc1)NC(=S)NNC(=O)c1ccco1	3	1
O=C(C1=C(O)C(=O)N(CCCn2ccnc2)C1c1cccc(Br)c1)c1ccco1 (stereo unspecified)	-5	-3
Cc1ccc(CN2CCN(CC(=O)N/N=C/c3ccc(C)o3)CC2)cc1	-6	3
C=CCn1cccc(C(=O)Nc2ccc(OCC)cc2)c1=O	-3	4
CCN(CC)CCN(C(=O)c1cccc(N2C(=O)CCC2=O)c1)c1nc2cc3c(cc2s1)OCO3	9	0
Nn1c(COc2ccccc2F)nnc1SCC(=O)NCC1CCCO1 (stereo unspecified)	7	-5
CCC(C)C(NC(=O)OC(C)(C)C)C(=O)NCc1ccco1 (stereo unspecified)	11	0
COc1ccccc1NC(=O)N(C)C[C@@H]1OCc2cn(nn2)CCCC(=O)N([C@@H](C)CO)C[C@H]1C	16	-4
CC(=O)c1cc(F)c(N2CCN(C(=O)C(C)(C)C)CC2)cc1C	8	-6
O=C(NC1CCCCCCC1)c1cc([N+](=O)[O-])ccc1Cl	18	-9
C=CCNc1nc2c(c(=O)n(C)c(=O)n2C)n1Cc1ccc(F)cc1	-8	-9
Cn1c(N)c(C(=O)CSc2nnc(-c3ccccc3F)n2N)c(=O)n(C)c1=O	0	107
COc1cccc(-c2cc(C(F)(F)F)n3ncc(C(=O)NCC4CCCO4)c3n2)c1 (stereo unspecified)	-4	10
O=C(CCNS(=O)(=O)c1ccc(Br)cc1)NCc1cccs1	10	-3
O=C(NCc1cccs1)c1ccncc1	9	-1
O=C(Nc1ccccc1)c1c2c(nc3ccccc13)CCCC2	-9	-1
CCOC(=O)[C@H]1[C@H]2COc3ccc(Cl)cc3[C@@H]2N2C(=O)CN(C)C(=O)[C@@]12C	2	2
O=C(COc1ccccc1F)NNC(=O)c1cc(Br)ccc1Cl	-7	3
CC(=O)c1ccc(NS(=O)(=O)c2ccc(C(C)(C)C)cc2)cc1	-18	10
C/C(=N\N1CCN(Cc2ccccc2Cl)CC1)c1ccc(F)cc1	-9	8
CCOC(=O)Cc1c(Cl)c2ccccc2[nH]c1=O	2	-5
CC(OC(=O)C12CC3CC(CC(O)(C3)C1)C2)C(N)=O (stereo unspecified)	2	8
COc1ccc([C@H]2CC(=O)C=C(c3cccc(Br)c3)C2)cc1	-17	0
COc1ccc(-c2cc(=O)[nH]c(=O)[nH]2)cc1	-8	9
O=C1CCNc2ccc(-c3ccccc3)cc21	10	2
COP(=O)(CN(Cc1ccccc1)C(=S)Nc1c(C)cccc1C)OC	-6	2
Cc1ccc(S(=O)(=O)N2CCN(c3nc(C)c4c(c3C#N)CC(C)(C)OC4)CC2)cc1	8	2
CSc1nnc(-c2ccccc2)c(-c2ccccc2)n1	-5	1
O=C(CCN1CCN(c2ccccc2)CC1)NNC(=O)c1ccccc1	-16	8
Cc1ccc(NC(=O)C2CCN(C(=O)NC3CCCCC3)CC2)cc1Cl	13	5
O=C1CSC(c2ccc3c(c2)OCO3)N1c1ccc(Oc2ccccc2)cc1 (stereo unspecified)	-10	-10
CS(=O)(=O)N(CCc1ccccc1)CC(=O)N1CCCCCC1	2	4
O=C(COC(=O)Cc1ccc(Cl)cc1)NC1CCCC1	-19	1
CCN(CC)c1cccc(OCC(=O)N(C)CCC#N)c1	8	-6
CN1CCN(S(=O)(=O)c2ccc(Nc3ccc(F)cc3)c([N+](=O)[O-])c2)CC1	-23	7
O=C(COC(=O)c1ccc(O)cc1)Nc1cc(C(F)(F)F)ccc1Cl	-10	-4
COc1cccc(NC(=O)CN(C)C(=O)CSc2nc3ccccc3s2)c1	-7	-1
O=C(CN1C(=O)c2cccc([N+](=O)[O-])c2C1=O)N1CCN(c2ccc(F)cc2)CC1	-10	15
O=C(c1ccc(NC2=NC3CS(=O)(=O)CC3S2)cc1)N1CCN(C(=O)c2ccco2)CC1 (stereo unspecified)	2	-9
O=C(COc1ccccc1)Nc1ccccc1Cl	6	-1
CC(C)c1ccccc1NC(=O)COC(=O)C1(C)CC1(Cl)Cl (stereo unspecified)	-10	3
COc1ccc(CNC(=O)CCN2C(=O)c3ccccc3S2(=O)=O)cc1	13	-2
CC(C)C(=O)Nc1cccc(NC(=O)c2cccnc2)c1	-2	-5
O=C1CC(NN2CCCCC2)C(=O)N1c1ccccc1 (stereo unspecified)	-3	-3
COc1ccc(C(=O)NC(C)Cn2nc(C)cc2C)cc1OC1CCN(C(C)=O)CC1 (stereo unspecified)	8	-6
Cc1nnc(NC(=O)CSc2nccn2Cc2ccccc2)s1	8	0
Cc1csc2ncc(C(=O)Nc3ccccc3F)c(=O)n12	-15	0
CCS(=O)(=O)NC(=O)C1(C)CCN1C(=O)Cc1ccc(Cl)cc1Cl (stereo unspecified)	6	-3
N#Cc1c2c(c(NCCOCCO)n3c1nc1ccccc13)CCCC2	12	-5
CC(=O)Nc1cccc(-n2nnc(SCC(=O)c3ccccc3)n2)c1	-31	-1
CCc1ccc2oc(-c3cc(N)ccc3O)nc2c1	33	-5
Cc1cccc(N(CC(=O)NC(C)(C)C)C(=O)CS(=O)CC(=O)Nc2ccc3c(c2)OCO3)c1 (stereo unspecified)	6	4
COCCOC(=O)C1=C(C)NC(=O)NC1c1ccco1 (stereo unspecified)	2	-1
O=C(NCCCN1CCCCCC1)C1CCCN(S(=O)(=O)c2cccc3nsnc23)C1 (stereo unspecified)	13	17
COc1ccc(CC(=O)Nc2ccc3c(c2)C(=O)N(CCC(=O)O)C3=O)cc1	4	5
COc1ccc(CCN2CC(C(=O)O)CC2=O)cc1OC (stereo unspecified)	13	1
Nc1ccn(C2OC(CCl)C(O)C2O)c(=O)n1 (stereo unspecified)	-16	7

Random excerpt: 3 records from the list
SMILES	TAG inh	TAG inh DAPI viability
O=C1CSC(c2ccc3c(c2)OCO3)N1c1ccc(Oc2ccccc2)cc1 (stereo unspecified)	-10	-10
Nc1ccn(C2OC(CCl)C(O)C2O)c(=O)n1 (stereo unspecified)	-16	7
CN1CCN(S(=O)(=O)c2ccc(Nc3ccc(F)cc3)c([N+](=O)[O-])c2)CC1	-23	7

The results go on.
SMILES	TAG inh	TAG inh DAPI viability
Cc1cc(C)cc(NC(=O)NC2CCN(CC(=O)Nc3cccc(Cl)c3C)CC2)c1	2	6
CCOc1ccc(NS(=O)(=O)c2ccc(C(=O)NCC(c3ccc(OC)cc3)N3CCCC3)cc2)cc1 (stereo unspecified)	-5	14
O=C(COC(=O)c1ccc(NS(=O)(=O)c2ccc3c(c2)OCCO3)cc1)NCC1CCCO1 (stereo unspecified)	-1	-6
Nc1ccc(C(=O)N2CCN(S(=O)(=O)/C=C/c3ccccc3)CC2)cc1[N+](=O)[O-]	1	-2
COc1ccccc1C(CNC(=O)c1ccco1)N1CCCC1 (stereo unspecified)	-11	13
CNCc1c(C)nn(-c2ccccc2)c1C	-17	14
Cn1c(-c2ccccc2)cnc1SCC(N)=O	11	-17
Cc1cn(C(=O)c2ccccc2)c(=S)n1-c1ccc(Br)cc1	12	12
O=C(CCCC(=O)N(CC(=O)NC1CCCCC1)Cc1ccc2c(c1)OCO2)Nc1ccccn1	-7	-2
CCOC(=O)c1ccc2c(c1)nc(C)n2CC	-28	-4
C=CCSc1nnc(CNC(=O)c2ccccc2C)n1C(C)C	-1	-3
Cc1cc(C)c2c(-n3cccc3)c(C(=O)NNS(=O)(=O)c3ccc(F)cc3)sc2n1	9	3
O=C(N/N=C/c1ccc(N2CCOCC2)s1)c1ccc(NS(=O)(=O)c2cccs2)cc1	-11	-1
O=C(N/N=C/c1ccccc1Cl)c1[nH]c2ccc(Br)cc2c1-c1ccccc1	5	-24
CCc1ccc(S(=O)(=O)Nc2ccc(Cl)cn2)cc1	-3	6
O=C(O)CCSc1ccc2ccccc2n1	-30&-14	1&-5
COc1ccccc1N(Cc1ccccc1)S(=O)(=O)c1cc(C(=O)O)ccc1Cl	16	-1
O=C(C=Cc1ccco1)c1ccc2ccccc2c1	-36	9
Cc1onc(-c2ccccc2Cl)c1C(=O)NCc1nnnn1-c1ccc(F)cc1	-9	7
CSC[C@H]1CN(CCc2ccccc2)C(=O)[C@@H]1CC(=O)Nc1ccc(Br)cc1	-4	-12

Whole records as entered above. Values in the order: TAG inh	TAG inh DAPI viability
O=C(COC(=O)Cc1ccc(Cl)cc1)NC1CCCC1 as listed: -19	1
O=C(NC1CCCCCCC1)c1cc([N+](=O)[O-])ccc1Cl as listed: 18	-9
O=C(C=Cc1ccco1)c1ccc2ccccc2c1 as listed: -36	9

The listing picks up with the 4 entries that preceded the break.
SMILES	TAG inh	TAG inh DAPI viability
COc1ccccc1N(Cc1ccccc1)S(=O)(=O)c1cc(C(=O)O)ccc1Cl	16	-1
O=C(C=Cc1ccco1)c1ccc2ccccc2c1	-36	9
Cc1onc(-c2ccccc2Cl)c1C(=O)NCc1nnnn1-c1ccc(F)cc1	-9	7
CSC[C@H]1CN(CCc2ccccc2)C(=O)[C@@H]1CC(=O)Nc1ccc(Br)cc1	-4	-12
CCOc1cc(/C=N/n2cnnc2)ccc1OCC(=O)Nc1ccccc1OC	7	-14
CCOc1ccccc1NC(=O)c1cccnc1	-6	7
CC1CCCN(CCCCOc2cccc(Br)c2)C1 (stereo unspecified)	5	11
CCCCN1CC(=O)N2[C@H]3c4cc(C)ccc4OC[C@@H]3[C@H](c3ccccc3)[C@]2(C)C1=O	-7	-2
Cc1cccc(NS(=O)(=O)c2cc(OCC(N)=O)c(C)cc2Cl)c1	-29	1
CC1Nc2ncnc(N3CCc4ccccc4C3)c2N(Cc2ccc(Cl)cc2)C1=O (stereo unspecified)	17	2
C(=N/Nc1nccs1)/c1cccnc1	19	-5
COc1cccc(OC)c1NC(=O)Cn1nc(C)c2ccccc2c1=O	-5	6
CCOc1ccc(OCC(=O)Nc2cccc(S(=O)(=O)NC3=NCCC3)c2)cc1	5	-10
CCN(Cc1ccncc1)C(=O)C1CCN(S(=O)(=O)c2cccs2)CC1	-5	-12
NC(CSC1(c2ccc(F)cc2)c2ccccc2-c2ccccc21)C(=O)O (stereo unspecified)	-4	1
COC(=O)c1cc(C#N)c(OC(C)C)nc1C	1	-7
C[C@H](NC(=O)c1nc[nH]c1C(=O)N1CCN(c2ccccc2)CC1)C(=O)OCc1ccccc1	-12	-5
COc1ccc(N2CC(C)Cn3c2nc2c3c(=O)n(Cc3ccc(C)cc3)c(=O)n2C)c(OC)c1 (stereo unspecified)	-2	-8
Cc1cccc(C)c1NC(=O)CSCC(=O)O	-4	6
Cc1cc(OC(=O)c2cc(C(F)(F)F)cc(C(F)(F)F)c2)c([N+](=O)[O-])c(=O)[nH]1	8	10
COCC(C)Nc1nc(C)c(C(C)=O)s1 (stereo unspecified)	-7	0
CC(C)[C@H]1C=C(C(=O)O)O[C@@H](OCCCCO)C1	5	2
COc1ccc(F)cc1S(=O)(=O)n1nc(C)cc1C	-15	3
CCCCCC(=O)N1C[C@@H](O)[C@H](n2cc(-c3ccc(F)cc3)nn2)C[C@@H]1c1ccc(C)cc1	14	-1
COc1cccc(/C=N/NC(=O)c2c(C)nc3ccc(Br)cn23)c1	-9	15
COc1ccc(CC(=O)Nc2cccc(S(=O)(=O)N3CCOCC3)c2)cc1OC	-45	-8
CCOc1ccc2cc(C#N)c(SCC(=O)OC)nc2c1	2	15
COc1cccc(OCCNS(=O)(=O)c2ccccc2[N+](=O)[O-])c1	-13	0
CC(=O)c1ccc(N2CCN(C(=O)CCCn3c(=O)[nH]c4ccccc4c3=O)CC2)cc1	-6	-11
Cc1cc(NC(=O)Nc2ccc3c(ccn3C)c2)sn1	-2	51
CC1(C)CC(=O)NC=C(c2ccccc2)C1	-16	7
CC1(c2ccc3ccccc3c2)NC(=O)N(CC(=O)Nc2ncccc2O)C1=O (stereo unspecified)	13	-7
CC(C)(C)c1ccc(NC(=O)CNC2CCCc3ccccc32)cc1 (stereo unspecified)	-2	1
C#CC(=O)CCC1CCCN1C(=O)OC(C)(C)C (stereo unspecified)	-5	4
Cc1cc(NS(=O)(=O)c2ccc(NC(=O)c3ccccc3F)cc2)no1	18	0
CCCN(CC(=O)Nc1cc(Cl)ccc1Cl)C(=O)c1ccccn1	-6	4
CC1CC(=O)Nc2ccccc2N1C(=O)Cn1cnc2ccc(Br)cc2c1=O (stereo unspecified)	19	-7
O=C(Nc1ccc(Cl)cc1)c1ccc(OCC2CCCO2)cc1 (stereo unspecified)	-10	4
Cc1ccc(S(=O)(=O)N2CCCC2C(=O)NCc2ccncc2)cc1 (stereo unspecified)	0	8
COCCN(C(=O)c1cccc(OC)c1)c1nnc(-c2ccncc2)s1	0	6
CC(C)CCNC(=O)C12CN(Cc3ccccc3)CC1C(c1cccc([N+](=O)[O-])c1)=NO2 (stereo unspecified)	17	0
O=c1[nH]c2c(s1)C(c1ccco1)C1C3CCC(C3)C1S2 (stereo unspecified)	4	6
N#Cc1cn(CC(=O)N2CCCc3ccccc32)c2ccccc12	-5	2
N#Cc1ccccc1N/C=C/C(=O)c1ccc(Cl)cc1	-1	-7
Cc1ccc(C(=O)NNC(=O)c2ccccc2OCc2c(C)noc2C)cc1	13	-1

Screening results (PubChem)

An excerpt; rates above refer to the full screens.
